High-throughput results deposited in PubChem by National Center for Advancing Translational Sciences (NCATS).
KCNH2 WT inh – inhibitors of human wildtype KCNH2 potassium channel. Q12809. activity change, % at 1.84 µM. 340,000 tested, 0.37% active. U2OS, BacMam KCNH2, thallium flux FluxOr; active compounds read low;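 active means maximum activity change below -70%; inconclusive means maximum activity change between -70% and -50%; inactive means maximum activity change above -50%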; further: on the % scale 0 is the no-effect control and ±100 the full control effect
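U2OS cells transduced with wild-type KCNH2 virus are loaded with FluxOr dye for 45 min, and thallium flux is measured in kinetic reads before and after stimulation buffer. Rate constants are normalized to DMSO controls.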
TSHR antag – blocks TSH signaling through the human TSH receptor. P16473. TSHR-expressing cells, TSH-stimulated cAMP HTRF, 2 h; active compounds read low. activity change, negative = inhibition, % at 11.5 µM. 330,000 tested, 0.2% active. AID 504810;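 active means activity change below a set negative limit, meaning inhibition stronger than a set level, cut at about -70% in these data; inconclusive means activity change between two set negative limits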; further: on the % scale 0 is the no-effect control and ±100 the full control effect
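Freshly harvested TSHR cells receive pin-tooled compound, then EC80 TSH at 4nM final. After 2 hours at 37 deg C, antibody in lysis buffer and cAMP-d2 are added; 30 minutes at ambient temperature precede the HTRF read.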
TCR act – activates T cell receptor signaling | 330,000 tested, under 10 active | AID 504894 | primary human leukocytes, anti-CD3, IL-2 HTRF, 48 h | Potency, µM (doses to about 9.22 µM), without a hit: top-dose activation of IL-2 secretion, most hits filed as activators; further: % of control where 0% means no effect
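Compounds are tested in HTS on primary human leukocytes co-incubated with a-CD3 beads for 48 hr. IL-2 output is measured by time-resolved FRET.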
KCNH2 3.1 inh – inhibitors of human KCNH2 3.1 potassium channel isoform. activity change, % (tested at about 1.8 µM). 340,000 tested, 0.95% active. U2OS KCNH2 3.1, thallium flux FluxOr; active compounds read low. AID 720553;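 active means maximum activity change below -70%; inconclusive means maximum activity change from -70% to -50%; inactive means maximum activity change above -50%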;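 further: thallium influx rate constant from kinetic fluorescence after stimulation buffer; on the % scale 0 is the no-effect control and ±100 the full control effect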
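Thallium flux read-out: FluxOr dye with Red40 quencher in HBSS/HEPES, 45 min at RT. Rate constants from kinetic reads were normalized to positive and negative DMSO controls. Cells: U2OS virally expressing the 3.1 isoform.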
USP2a inh – inhibitors of human ubiquitin-specific protease USP2a. O75604. USP2 core, Ub-CHOP2 coupled fluorogenic reporter, 485/531. Potency, µM (titrated, usually from 38.3 µM), for inactives: top-dose activity change, negative = inhibition, most hits filed as inhibitors. 330,000 tested, 0.01% active. AID 463254;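 further: potency means the concentration at half of the fitted maximal effect; plate controls were DMSO wells for no effect and full inhibition by NEM control for full effect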
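Deubiquitinase activity read as fluorescence (485/531 nm) after Ub-CHOP2 cleavage activates the enterokinase reporter on its substrate; USP2 core 10nM, Ub-CHOP2 and substrate 25nM each, 30min compound preincubation then 60min RT; data normalized to NEM, curves fitted.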
ELG1 repair inh – inhibitors of ELG1-dependent DNA repair in HEK293T cells; HEK293T ELG1-luciferase reporter, luminescence, 16 h; DNA damage induced by 5-fluorouridine; Potency, µM (highest dose often 46.1 µM), for the others: at the highest dose activity change, negative = inhibition, most hits filed as inhibitors; 330,000 tested, 2.3% active; further: potency means the concentration at half of the fitted maximal effect; on the % scale 0 is the no-effect control and ±100 the full control effect; nearly all actives have a fitted effect of over 55% in size
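HEK293T cells expressing luciferase-tagged ELG1 (2,000/well) received 5-Fluorouridine plus compound or DMSO for 16 hr at 37 °C. Luciferase was read by ONE-Glo luminescence after 30 min at room temperature.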
TRPV1 ag – agonists of human vanilloid receptor 1 (TRPV1). Q8NER1. activation, % at 8.33 µM. AID 540275. TRPV1-expressing cells, Fluo-8 calcium influx, agonist mode. 320,000 tested, 0.19% active; in the data active means activation above about 80%; inconclusive means between about 30% and that limit; further: 0% is about no effect
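Cells expressing TRPV1 were dye-loaded with Fluo-8 and read kinetically: 10 s baseline, 3 min after compound (agonist portion), then 2 min after EC20 capsaicin (allosteric enhancer portion). Calcium-bound dye fluorescence at 480/520 nm.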
Eya2 inh – Eya2 (human) phosphatase inhibition; recombinant Eya2, OMFP fluorescence dephosphorylation (OMFP is methylfluorescein phosphate); Potency, µM (doses to about 76.9 µM), for inactives: at the top dose activity, negative = inhibition, actives largely listed as inhibitors; 330,000 tested, 0.006% active; AID 488837; further: potency means the concentration at half of the fitted maximal effect; on the % scale 0 is the no-effect control and ±100 the full control effect
Target sequence (O00167 whole entry, looked up): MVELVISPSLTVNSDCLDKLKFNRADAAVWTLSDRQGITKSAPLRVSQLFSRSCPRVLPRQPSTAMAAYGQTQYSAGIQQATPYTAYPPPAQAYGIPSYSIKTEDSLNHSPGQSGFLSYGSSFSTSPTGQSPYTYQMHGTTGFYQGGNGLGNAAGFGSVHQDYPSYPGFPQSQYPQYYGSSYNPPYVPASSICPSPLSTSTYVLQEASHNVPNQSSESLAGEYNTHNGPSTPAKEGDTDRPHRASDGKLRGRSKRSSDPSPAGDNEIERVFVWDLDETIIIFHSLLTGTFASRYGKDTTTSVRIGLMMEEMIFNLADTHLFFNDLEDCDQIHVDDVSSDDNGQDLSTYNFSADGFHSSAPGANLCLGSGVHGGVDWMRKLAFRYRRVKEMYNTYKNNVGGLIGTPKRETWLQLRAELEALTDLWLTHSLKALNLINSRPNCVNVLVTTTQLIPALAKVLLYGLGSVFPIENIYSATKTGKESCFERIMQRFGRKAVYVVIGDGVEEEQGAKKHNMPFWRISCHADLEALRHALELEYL
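Eya2 (0.2 uM) preincubated 10 min at ambient with compound, then OMFP substrate added at 50 uM; 10 min reaction in 50 mM HEPES pH 7.5, 50 mM NaCl, 5 uM MgCl2, 0.05% BSA, 1 mM DTT. Fluorescence read at Ex 485/Em 525 nm.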
Mito fusion yeast – blocks mitochondrial division or promotes mitochondrial fusion; AID 485298; 320,000 tested, 0.23% active; Potency, µM (titrated, usually from 46.1 µM), inactives show at the top dose growth rescue (activation), most hits filed as activators; S. cerevisiae fusion-defective mutant growth rescue, CellTiterGlo 48 h;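 further: potency means the concentration at half of the fitted maximal effect; % of control where 0% means no effect; nearly all actives have a fitted effect of over 45% in size; temperature-sensitive fusion mutants such as fzo1-1 at 37 °C on non-fermentable ethanol glycerol medium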
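Luminescent cell viability in 1536-well qHTS format served as the measure of rescued growth in ts fusion-mutant S. cerevisiae cultured on non-fermentable YPEG for 48 hours at 37C.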
A-T KAP1 phos – candidate therapy for ataxia-telangiectasia. […] A-T fibroblasts, KAP-1 phosphorylation AlphaLISA; neocarzinostatin DNA damage 30 min before lysis. Potency, µM (top dose mostly 57.5 µM), for the others: top-dose activation, usual class: activators. 320,000 tested, 0.19% active. AID 485349; further: potency means the concentration at half of the fitted maximal effect; % of control where 0% means no effect; nearly all actives have a fitted effect of over 45% in size
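ATM-like activity read as KAP-1 phosphorylation via AlphaLISA donor/acceptor antibody pairs after lysis and 6 hr at 25C. Cells were ATM-null patient fibroblasts ([…], hTERT), dosed 60 min, then exposed to the DSB inducer NCS for 30 min.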
* marks the source's active call; other numbers are inactive results; ? = inconclusive; · = not tested or not shown; & = joins results of further samples; [ ] = remark or other dose. Unless noted, the call rests on the fitted dose curve; in most records, active means well fitted curve in the direction sought with a large enough effect; inconclusive means small, poorly fitted or top-dose-only effect, or another doubt; inactive means no such curve, though single readings can be large; an effect the other way counts as inactive or inconclusive. The list is partial; the hit share may differ from the screen's.

SMILES	KCNH2 WT inh	TSHR antag	TCR act	KCNH2 3.1 inh	USP2a inh	ELG1 repair inh	TRPV1 ag	Eya2 inh	Mito fusion yeast	A-T KAP1 phos
Cc1ccc2nc(NC(=O)c3ccc(Cl)s3)sc2c1	0	-13	4%	-36	-3%	?	?	-6%	5%	1%
O=C(Nc1cc(C(=O)N2CCOCC2)cc(C(=O)N2CCOCC2)c1)c1cc(F)c(F)cc1Cl	-9	21	·	-1	1%	?	0	6%	-5%	-4%
O=C(CCn1cnnn1)Nc1ccc(F)cc1	4	24	2%	0	2%	?	1	7%	0%	-3%
CN(c1ccccc1)S(=O)(=O)c1ccc(NC(=O)C2CC2)cc1	13	4	0%	-6	0%	-15%	?	3%	2%	6%
CCc1ccccc1NC(=O)Cn1nnc(-c2cccs2)n1	-20	-6	4%	-3	3%	-12%	1	-1%	1%	-1%
O=C(COC(=O)CC1CCCC1)Nc1ccc(Br)cc1F	2	-12	3%	15	0%	-1%	·	-1%	·	27%
COCCn1c(C)cc(/C=C2/NC(=O)N(c3cccc(Cl)c3)C2=O)c1C	-4	-7	-2%	-6	1%	?	-6	-6%	2%	3%
CC(C)C(=O)Nc1cccc(C(=O)N2CCCCC2C)c1 (stereo not drawn)	-7	-4	-4%	7	0%	-12%	2	13%	-1%	2%
CN(C)S(=O)(=O)c1cccc(NC(=O)c2ccncc2)c1	1	6	-2%[46.1 µM]	10	6%	-5%	0	-2%	-5%	3%
O=C(Nc1ccnn1C1CCN(C(=O)c2cccc(Cl)c2)CC1)C1CCOC1 (stereo not drawn)	0	-10	-1%	-7	-2%	1%	-1	-13%	0%	-12%
CCn1c(C)nc2cc(C(=O)N/N=C/c3ccc(OC)cc3)ccc21	-6	-6	2%	-10	6%	-9%	3	3%	0%	5%
COc1ccc2c(c1)CCCC21NC(=O)N(CC(N)=O)C1=O (stereo not drawn)	-5	7	·	-8	-2%	-1%	-2	20%	0%	-3%
O=C(N/N=C/c1ccccn1)c1cc(-c2ccncc2)nc2ccccc12	-8	-4	1%[46.1 µM]	·	2%	?	-1	-2%	-1%	-7%
COc1ccc(C)cc1NC(=O)CN1CCN(c2ccccn2)CC1	9	18	0%	9	2%	-3%	16	-4%	18%	2%
CCN(C[C@H]1N[C@@](Cc2ccccc2)(C(=O)OC)[C@H]2C(=O)N(Cc3ccccc3)C(=O)[C@@H]12)S(=O)(=O)c1ccc(OC(F)(F)F)cc1	-10	-1	-1%	-22	-18%	-13%	·	-6%	·	-1%
CC1CC(=O)N(CC(=O)Nc2ccccc2F)c2ccccc2S1(=O)=O (stereo not drawn)	5	-4	-5%	-4	0%	14%	-2	-10%	5%	14%
COc1ccc(OC)c(NC(=O)CSc2nc(-c3ccccc3)cc(=O)[nH]2)c1	-5	-3	·	-2	-1%	21%	-1	-1%	0%	8%
CC(C)Oc1ccc(C(CC(=O)O)NC(=O)C2CCCCC2)cc1 (stereo not drawn)	27	-5	6%	-8	2%	-5%	0	-2%	0%	-3%
COc1ccc(NC(=O)CC2SC(=Nc3ccccc3)NC2=O)cc1 (stereo not drawn)	1	5	-1%	-2	4%	-3%	0	-15%	3%	-4%
CCn1nnnc1SCC(=O)c1ccc2c(c1)OCCO2	-4	-1	1%	-1	-2%	?	0	5%	-6%	-4%
NC(N)=NC(=S)Nc1ccc(Cl)cc1	0	8	-19%	11	9%	?	-6	3%	-65%[inhibitor]	2%
O=C(CC1C(=O)NCCN1Cc1ccc(-c2ccccc2)cc1)NCCCn1ccnc1 (stereo not drawn)	-1	-5	5%	-3	-1%	0%	0	9%	0%	-9%
C=CCn1c(Cn2nnc3ccccc32)nnc1SCC(=O)N/N=C/c1cc(Br)cc(OC)c1O	1	-1	-2%	20	1%	1%	0	-3%	4%	1%
CCOc1ccc(N/C=C/C(=O)c2ccc(C)cc2)c([N+](=O)[O-])c1	-27	12	-1%	-15	2%	?	4	5%	-2%	-2%
CCNc1nc(OC)nc(N(OC)S(=O)(=O)c2ccc(C)cc2)n1	1	3	-2%	-16	5%	?	-6	-1%	-15%	5%

Three structures from above, sorted by formula weight, ascending:
SMILES	KCNH2 WT inh	TSHR antag	TCR act	KCNH2 3.1 inh	USP2a inh	ELG1 repair inh	TRPV1 ag	Eya2 inh	Mito fusion yeast	A-T KAP1 phos
NC(N)=NC(=S)Nc1ccc(Cl)cc1	0	8	-19%	11	9%	?	-6	3%	-65%[inhibitor]	2%
CC(C)Oc1ccc(C(CC(=O)O)NC(=O)C2CCCCC2)cc1 (stereo not drawn)	27	-5	6%	-8	2%	-5%	0	-2%	0%	-3%
COCCn1c(C)cc(/C=C2/NC(=O)N(c3cccc(Cl)c3)C2=O)c1C	-4	-7	-2%	-6	1%	?	-6	-6%	2%	3%

Remaining list, next part:
SMILES	KCNH2 WT inh	TSHR antag	TCR act	KCNH2 3.1 inh	USP2a inh	ELG1 repair inh	TRPV1 ag	Eya2 inh	Mito fusion yeast	A-T KAP1 phos
NS(=O)(=O)c1ccc(CCNC(=O)CN2CCC(Cc3ccccc3)CC2)cc1	20	13	0%	0	-1%	?	-3	10%	9%	14%
NNC(=O)C1CC(O)CN1S(=O)(=O)c1ccc2ccccc2c1 (stereo not drawn)	6	6	-6%	7	2%	12%	-3	19%	-1%	11%
COc1ccc(NC(=O)CC(C)CC(=O)NCc2ccc(F)cc2)c(OC)c1 (stereo not drawn)	1	-7	1%	11	0%	-15%	-3	13%	3%	5%
COc1ccc(NC(=O)C2=CCN(S(=O)(=O)c3ccccc3)CC2)cc1OC	-8	4	11%	18	-2%	8%	7	-1%	-2%	-9%
O=C(NNC(=O)C1CCCC1)c1cc([N+](=O)[O-])cc([N+](=O)[O-])c1	0	-1	-4%	2	3%	8%	1	-3%	3%	2%
CSc1nsc(SCC(=O)Nc2cccc(C(C)=O)c2)n1	-5	-3	0%	-25	0%	-6%	?	6%	18%	0%
O=C(/C=C/c1cccs1)Nc1ccncc1	7	5	2%[46.1 µM]	1	0%	?	?	-2%	3%	-1%
CC1(C)C(=O)Nc2ccccc2N1C(=O)CN1C(=O)C(=O)N(C2CCCC2)C1=O	8	-3	·	0	2%	17%	-5	8%	0%	2%
CC(=O)N1CCC(N(C(=O)Nc2ccc(F)cc2)C2CCCC2)CC1	-4	13	6%	1	1%	20%	1	-10%	0%	3%
N#C/C(=C\c1ccc(O)c(O)c1)C(=O)NCCc1ccccc1	1	-25&-4	5%	-4	1%	-11%	28	9%&4%	23%&6%	-14%
Cc1cc(-c2nnc(CCC(=O)N(C)C(C)c3cccs3)o2)no1 (stereo not drawn)	-5	11	7%	6	4%	11%	5	-14%	2%	?
Cc1cc(NC(=O)c2ccc(Cn3nc(C)c(Br)c3C)o2)no1	14	-35	·	8	2%	-29%	1	0%	-5%	13%
CC1=CC(=O)C(C(C)C)=C/C1=N/OS(=O)(=O)c1ccccc1	-6	-98*	10%	-1	0%	?	6	0%	-2%	0%
CCOc1ccc(S(=O)(=O)Nc2ccc(OC)nc2)cc1	5	-16	-1%	-12	0%	?	0	10%	9%	-1%
CCCn1c(NC(=O)CSCC(=O)Nc2cc(C)on2)nc2ccccc21	-2	6	5%	9	0%	1%	1	-1%	-6%	-5%
Cc1ccc(OCC(=O)NCCCNC(=O)c2cccnc2)cc1C	1	14	5%	-8	1%	?	0	-4%	-2%	-3%
Cc1[nH]c(=O)c(C#N)c2c1CCCC2	-13	-1	0%	13	-1%	1%	-1	-15%	-3%	7%
COc1ccc(CC(=O)N(C)CC(=O)Nc2cccc(F)c2)cc1S(=O)(=O)N1CCOCC1	10	-2	·	-3	0%	-1%	1	2%	2%	-1%
CC(C)CNC(=O)NC(=O)COC(=O)c1ccccc1Sc1ccc(C(F)(F)F)cc1[N+](=O)[O-]	-2	-1	-6%[46.1 µM]	8	-1%	5%	1	-2%	-5%	-4%
COc1ccc2c(C)cc(N3CCOCC3)nc2c1	8	19	-1%	·	1%	?	-1	-13%	-3%	1%
COc1ccc(Cc2nnc(SCC(=O)N3CCc4ccccc4C3)o2)cc1	-11	-1	11%	11	1%	?	18	12%	11%	5%
Cc1[nH]n(-c2ccc([N+](=O)[O-])cc2)c(=O)c1C=NCCN1CCN(C(=O)c2cccc(F)c2)CC1	2	-6	3%	-9	4%	2%	0	0%	-4%	4%
O=C(Cc1cccc2ccccc12)NNC(=O)c1cccs1	-3	4	5%	-4	-1%	-2%	-5	5%	-4%	-8%
CCC(CC)c1nnc(NC(=O)c2cc([N+](=O)[O-])ccc2N2CCCCC2)s1	-7	10	3%[46.1 µM]	1	-1%	-30%	28	5%	8%	-16%
NNC(=O)C(Cc1ccccc1)NC(=O)OCc1ccccc1 (stereo not drawn)	-4	-4	8%	-3	-1%	5%	2	-26%	6%	2%
